Screening results as filed in PubChem.
KCNQ2 inh = KCNQ2 channel blockers in CHO-K1 cells – cell-based, FluxOR thallium flux, B-score, primary screen (AID 2156). 20 min; active compounds read low. 310,000 compounds, 1.1% hits. O88943. B-score at 10 µM;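 active = fluorescence ratio B-score at most minus 3 library SDs, with starting brightness B-score within 2 library SDs, cut at about -5.5 in these data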
CHT block = human CHT choline transport inhibition. Q9GZV3. CHT-expressing cells, membrane potential dye, choline response; active compounds read low. B-score at 10 µM. 310,000 compounds, 0.86% hits. AID 488975;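 active = B-score over 3 SD under the library average, and starting fluorescence ratio not unusually high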;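 note: choline stimulus applied at its EC90 after an EC20 pre-addition; B-score computed on integrated fluorescence ratio after choline addition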
Target sequence (Q9GZV3 whole entry, looked up): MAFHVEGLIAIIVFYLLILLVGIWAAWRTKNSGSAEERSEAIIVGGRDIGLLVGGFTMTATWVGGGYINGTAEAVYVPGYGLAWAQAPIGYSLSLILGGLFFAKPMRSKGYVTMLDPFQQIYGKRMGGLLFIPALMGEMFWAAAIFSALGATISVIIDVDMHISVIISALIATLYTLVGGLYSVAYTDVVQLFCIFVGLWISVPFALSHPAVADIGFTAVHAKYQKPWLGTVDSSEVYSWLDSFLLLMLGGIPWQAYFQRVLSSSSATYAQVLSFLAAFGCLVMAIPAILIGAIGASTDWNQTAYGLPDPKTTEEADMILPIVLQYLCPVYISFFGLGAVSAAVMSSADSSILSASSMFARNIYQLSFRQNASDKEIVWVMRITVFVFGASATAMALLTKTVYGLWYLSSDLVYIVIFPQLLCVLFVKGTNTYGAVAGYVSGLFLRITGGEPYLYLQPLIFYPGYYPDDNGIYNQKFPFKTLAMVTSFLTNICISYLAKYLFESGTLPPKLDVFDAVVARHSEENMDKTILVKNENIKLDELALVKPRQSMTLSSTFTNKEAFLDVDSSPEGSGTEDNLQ
Kir21 block = inhibitors of mouse Kir2.1 inward-rectifier potassium channel; HEK293-Kir2.1, FluxOR thallium flux fluorescence; active compounds read low; B-score at 10 µM; 310,000 compounds, 0.85% hits; AID 1672;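 active = fluorescence ratio B-score at or below minus 3 SD of library scores, with starting-brightness B-score within 2 SD, cut at about -4.2 in these data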;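 note: channel flux triggered by added potassium and thallium sulfate stimulus; B-score of peak minus minimum fluorescence over baseline after thallium stimulus; more negative B-score means stronger Kir2.1 block with less thallium influx; some compounds called inactive have numbers as strong as hits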
Target sequence (P35561 whole entry, looked up): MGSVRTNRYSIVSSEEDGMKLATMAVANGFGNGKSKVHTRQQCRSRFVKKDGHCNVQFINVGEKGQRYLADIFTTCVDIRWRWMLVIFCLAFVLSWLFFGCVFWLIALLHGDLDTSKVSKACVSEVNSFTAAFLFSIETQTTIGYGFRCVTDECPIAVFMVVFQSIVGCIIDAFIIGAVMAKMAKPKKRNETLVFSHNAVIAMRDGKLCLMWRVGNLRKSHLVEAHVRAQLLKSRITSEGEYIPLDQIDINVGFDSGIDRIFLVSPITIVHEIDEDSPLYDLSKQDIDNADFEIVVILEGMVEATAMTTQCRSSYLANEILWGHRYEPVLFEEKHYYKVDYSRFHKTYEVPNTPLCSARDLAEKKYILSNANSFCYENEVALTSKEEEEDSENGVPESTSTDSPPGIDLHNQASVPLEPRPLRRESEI
An asterisk follows results filed as active; i = inactive. These rows are one share of the data, so the mix of outcomes need not match the whole.

SMILES | KCNQ2 inh | CHT block | Kir21 block
COc1cc2c3cc1Oc1cc(ccc1O)C[C@@H]1c4c(cc(OC)c(O)c4Oc4ccc(cc4)C[C@H]3N(C)CC2)CCN1C | i | i | -1.1
CN1C(=O)N(C)C(=O)C2(Cc3cc(N)ccc3N3CCN(c4ccccc4F)CC32)C1=O (stereo not drawn) | i | i | 0.26
CCCOC(=O)Nc1ccc([As](=O)(O)O)cc1NC(=O)OCCC | i | i | -0.21
COc1cccc(C(=O)C2CCCN(Cc3cccc4c3OCO4)C2)c1 (stereo not drawn) | i | i | -2.9
O=C(O)C(Cl)(Cl)Cl | i | i | 0.23
Cn1c(O)c(C=NCCCC(=O)O)c(=O)n(C)c1=O | i | i | 0.43
Clc1ccccc1CN1CCN(c2cccc3[nH]ccc23)CC1 | i | i | -0.44
COc1ccccc1CC1C(=O)C2CCN1CC2 (stereo not drawn) | i | i | 0.84
O=C1NC(=O)N(c2cccc(Cl)c2)C(=O)/C1=C\c1ccc(Sc2nc3ccccc3[nH]2)o1 | i | i | -4.8*
O=C(COC(=O)Cc1ccccc1)Nc1ccc(Cl)cn1 | i | i | 0.7
Cn1c(O)c(/C=C/C=Nc2ccccc2)c(=O)n(C)c1=O | i | i | -2.4
CC(=O)NCCc1c[nH]c2ccccc12 | i | i | 0.93
CN(C)C(=O)Oc1ccc(OC(=O)c2ccccc2)cc1 | i | i | -1.6
CCCN1CCC(NC2CCC(O)CC2)CC1 (stereo not drawn) | i | i | 1.8
Cc1ccc(S(=O)(=O)N2CC2(C)CCl)cc1 (stereo not drawn) | i | i | -0.59
CCCCn1c(O)c(C(CC)=Nc2cccc(C(=O)O)c2)c(=O)[nH]c1=O | i | i | 2
Cc1nc(SCc2c(Cl)cccc2Cl)nc(OC(=O)N(C)C)c1C | i | i | -1.1
Cc1ccc(-n2nc(C)cc2NC(=O)COc2cc(C)cc3oc(=O)c4c(c23)CCC4)cc1 | i | i | 1.6
CC[N+](CC)(CC)CC | i | i | 0.36
Cn1c(O)c(C=NC2C(=O)C3(C)CCC2C3(C)C)c(=O)n(C)c1=O (stereo not drawn) | i | i | 3.2
C[N+]1(C)C2CCC1CC(OC(=O)c1ccco1)C2 (stereo not drawn) | i | i | -1.4
CCN1C[C@@]2(COC)C3[C@@H](OC)[C@H]4[C@@H]1[C@@]3(C1C[C@@]3(O)[C@H](OC(=O)c5ccccc5)C1[C@]4(OC(C)=O)[C@@H](O)[C@H]3OC)[C@@H](OC)C[C@H]2O (stereo partly drawn) | i | i | 0.05
COc1ccc(N=Cc2c(O)n(Cc3cccs3)c(=O)[nH]c2=O)cc1 | i | i | -0.02
O=C(CCN1CCOCC1)Nc1ccc(Br)cc1C(=O)c1ccccc1 | i | i | -0.55
N#CC(C#N)=Cc1ccc(N2CCCC2)cc1 | i | i | -0.13

Rewritten as tab-separated lines: 2 of the compounds above.
SMILES	KCNQ2 inh	CHT block	Kir21 block
Cn1c(O)c(C=NC2C(=O)C3(C)CCC2C3(C)C)c(=O)n(C)c1=O (stereo not drawn)	i	i	3.2
COc1ccc(N=Cc2c(O)n(Cc3cccs3)c(=O)[nH]c2=O)cc1	i	i	-0.02

Part of the list above, reduced to KCNQ2 inh.
SMILES,KCNQ2 inh
Cc1ccc(S(=O)(=O)N2CC2(C)CCl)cc1 (stereo not drawn),i
CCCCn1c(O)c(C(CC)=Nc2cccc(C(=O)O)c2)c(=O)[nH]c1=O,i
Cc1nc(SCc2c(Cl)cccc2Cl)nc(OC(=O)N(C)C)c1C,i

(list continues)
SMILES | KCNQ2 inh | CHT block | Kir21 block
CCCCOC(=O)C1=C(N)OC2=C(C(=O)CC(C)(C)C2)[C@]12C(=O)N(C)c1ccccc12 | i | i | 1.7
CN(C)C(=O)Oc1cc(=O)n2c3c(cccc13)CCC2 | i | i | 1.7
COc1cccc(CN2CCNCC2)c1 | i | i | 0.89
COc1ccc(N=C2SCCCN2C)cc1 | i | i | -0.91
CCc1cc(=O)[nH]c(SCCCF)n1 | i | i | -0.43
CN(C)CC1CSCCC1(O)c1ccccc1 (stereo not drawn) | i | i | 0.87
CSc1nnc(C2CCNCC2)n1C | i | i | 0.44
CC(=NCc1ccco1)c1c(O)n(-c2ccc(C)cc2)c(=O)[nH]c1=O | i | i | 0.32
C=CCn1c(O)c(C(CC)=NCC2CCCO2)c(=O)[nH]c1=O (stereo not drawn) | i | i | 1.3
CC1(C)CC(=O)C(C2(O)C(=O)NC(=O)NC2=O)=C(O)C1 | i | i | -0.45
CN1C(=O)N(C)C(=O)C2(Cc3c(nc4ccccn4c3=O)N3CCc4ccccc4C32)C1=O (stereo not drawn) | i | i | 0.14
C[N+]1(C)CCN(c2ccccc2)CC1 | i | i | 1.4
CC(C)CN1CCN(Cc2ccc(C(F)(F)F)cc2)CC1CCO (stereo not drawn) | i | i | -0.76
Cc1ccc2c(c1)C1CN(C)CCC1N2C(=O)/C=C/c1ccc2c(c1)OCO2 (stereo not drawn) | i | i | -0.77
COc1ccc(C2c3c(nc(C)[nH]c3=O)Oc3c2c(=O)oc2ccccc32)cc1 (stereo not drawn) | i | i | 0.77
Nc1c2c(nc3sc4c(c13)CCCC4)CCCCC2 | i | i | 0
CCc1cc(=O)oc2cc(OCC(=O)N3C[C@H]4C[C@@H](C3)c3cccc(=O)n3C4)ccc12 | i | i | 0.61
COc1ccc(-c2nn(CCC#N)cc2C(=O)Nc2ccc(C(C)=O)cc2)cc1[N+](=O)[O-] | i | i | 0.31
COC(=O)C(O)(c1ccc(NC(=S)NC(=O)c2ccccc2)cc1)C(F)(F)F (stereo not drawn) | i | i | -2.1
CC(C)Cc1nnc(NC(=O)CCC(=O)N2CCC3(CC2)OCCO3)s1 | i | i | -0.67
Nc1cc2nc3ccccc3nc2cc1N | i | i | -11
C=CCN1C(=O)NC(=O)/C(=C/c2c(CCN(C)C(=O)c3ccccc3)cc3c(c2OC)OCO3)C1=O | i | i | -3.8
NC(N)=N/N=C/c1cn(-c2ccccc2)nc1-c1cccs1 | -11* | i | -9.3*
COC(=O)C1=CO[C@@H](C)[C@H]2CN3CC[C@]4(C(=O)Nc5ccccc54)[C@@H]3C[C@H]12 | i | i | 0.54
O=P(NS(=O)(=O)c1ccccc1)(Oc1ccccc1)Oc1ccccc1 | i | i | 1.4
SMILES | KCNQ2 inh | CHT block | Kir21 block
Cc1ccc(OCC(=O)N2CCN(Cc3cccnc3)CC2)cc1 | i | i | -0.03
C=CCn1c(O)c(C(C)=Nc2ccc(N(C)C)cc2)c(=O)[nH]c1=O | i | i | 0.85
Fc1cccc(CCNCc2ccccn2)c1 | i | i | 0.05
CC(Oc1ccc(-c2ccccc2)cc1)C(=O)O (stereo not drawn) | i | i | 0.86
CSc1ccc(C(=O)C2CCCN(Cc3cnc(SC)nc3)C2)cc1 (stereo not drawn) | i | i | 0.53
CCn1nc(-c2ccccc2)nc2c(=O)n(C)c(=O)nc1-2 | i | i | -3.9
Nc1cnn(-c2ccccc2)c(=O)c1Cl | i | i | -0.11
COc1ccc(OCC(=O)N2CCN(C/C=C/c3ccccc3)CC2)cc1 | i | i | -2.1
CC/C(=N\NC(=O)c1ccccc1)c1c(O)n(Cc2ccccc2)c(=O)[nH]c1=O | i | i | 0.69
COc1ccc(CC(C)Nc2cccc(F)c2)cc1 (stereo not drawn) | i | i | -0.1
CCn1ccnc1CN1CCCC(C(=O)c2cc(F)ccc2OC)C1 (stereo not drawn) | i | i | -1.9
COc1ccc(C(=O)N/N=C/C23CC[C@@H](O)CC2(O)CC[C@@H]2[C@@H]3CCC3(C)C(C4=CC(=O)OC4)CCC23O)cc1 (stereo partly drawn) | i | i | 2
NP(=O)(OCCCc1ccccc1)Oc1ccc(Cl)cc1 (stereo not drawn) | i | i | -0.01
O=C1NC(=O)N(c2ccccc2)C(=O)/C1=C/c1coc2ccc(O)cc2c1=O | -7.1* | i | -0.86
COC(=O)C1=C(c2cc3ccccc3s2)C[C@@H]2CC[C@H]1N2C(=O)NC1CCCCC1 | i | i | -1.4
c1ccc(Cn2ccnc2)cc1 | i | i | -2.4
CN(C)c1ccc(N=Cc2c(O)n(CCC3=CCCCC3)c(=O)[nH]c2=O)cc1 | i | i | -2.3
COc1ccc(C(=O)C2CCCN(C3CSCCSC3)C2)c(C)c1 (stereo not drawn) | i | i | -1.2
O=S(=O)(c1ccc(F)cc1)N1CN2CCN(C2)C1 | i | i | 1
CC1CCCCN1CC(O)c1c[nH]c2ccccc12 (stereo not drawn) | i | i | -2.6
CN(C)CCNC(=O)c1cccn(Cc2cccc(C(F)(F)F)c2)c1=O | i | i | -0.98
O=c1cccc2n1CC1CC2CN(S(=O)(=O)c2cc(Cl)ccc2Cl)C1 (stereo not drawn) | i | i | 0.9
CCCOc1ccc(C(=O)NC(=S)N2C[C@H]3C[C@H](C2)c2cccc(=O)n2C3)cc1 | i | i | 0.13
COC(=O)c1ccc(C(C(=O)NC2CCCCC2)N(CCN2CCOCC2)C(=O)Cc2cccs2)cc1 (stereo not drawn) | i | i | 1.6
C=CCn1c(O)c(C(CC)=Nc2cccc(C(F)(F)F)c2)c(=O)[nH]c1=O | i | i | -0.03

Entries of single compounds, looked up by structure. Values in the order: KCNQ2 inh, CHT block, Kir21 block
Profile of `C=CCN1C(=O)NC(=O)/C(=C/c2c(CCN(C)C(=O)c3ccccc3)cc3c(c2OC)OCO3)C1=O` → i, i, -3.8
Profile of `COc1cccc(C(=O)C2CCCN(Cc3cccc4c3OCO4)C2)c1` (stereo not drawn) → i, i, -2.9
Profile of `CCCN1CCC(NC2CCC(O)CC2)CC1` (stereo not drawn) → i, i, 1.8
Profile of `CCn1nc(-c2ccccc2)nc2c(=O)n(C)c(=O)nc1-2` → i, i, -3.9

Later entries
SMILES | KCNQ2 inh | CHT block | Kir21 block
CC(C)[C@H]1C(=O)O[C@@H]2CCN3CC=C(COC(=O)[C@](C)(O)[C@]1(C)O)[C@H]23 | i | i | -0.03
CSC1=NP(=S)(SC)N(C)c2nc3n(c21)CCC3 (stereo not drawn) | i | i | 0.23
CC(=O)Nc1ccc(C2CN(C)CC2C(=O)c2ccc(Cl)cc2)cc1 (stereo not drawn) | i | i | 0.13
COc1ccc(CC(=O)N(C)C2CCCN(Cc3ccccc3F)C2)cc1OC (stereo not drawn) | i | i | -0.02
CCOc1ccccc1-n1c(O)c(C=Nc2ccc(N(CC)CC)cc2)c(=O)[nH]c1=O | i | i | -1.4
COc1ccc2c3c([nH]c2c1)C(C)NCC3 (stereo not drawn) | i | i | -0.22
O=[N+]([O-])c1cccc(CN2CC=C(c3ccc(F)cc3)CC2)c1 | i | i | -0.51
CC(N=Cc1c(O)n(C2CC2)c(=S)[nH]c1=O)c1ccccc1 (stereo not drawn) | i | i | -3.1
COc1ccc(-c2[nH]ncc2CNC(C)Cc2ccsc2)c(F)c1 (stereo not drawn) | i | i | -1.2
O=C(CCc1ccccc1)N1C[C@H]2C[C@@H](C1)c1cccc(=O)n1C2 | i | i | 1.1
COc1c(C)cc(C(=O)C2CCCN(Cc3cccc(O)c3)C2)cc1C (stereo not drawn) | i | i | 0.01
N/C(=N\N=C/c1ccc(-c2ccc(O)c(C(=O)O)c2)o1)N[N+](=O)[O-] | i | i | 0.84
Cc1ccccc1NC(=O)c1cc(-c2ccccc2)n(CCCN2CCOCC2)c1C | i | i | 1.5
Cc1ccc2c(c1)CNc1ccccc1O2 | i | i | 0.12
CCOc1ccc2c(c1)c(C(C)=O)c(C)n2Cc1ccco1 | i | i | 1.4
CCC(C)N1C(=O)/C(=C/c2ccc3c(c2)CCN3CCCCl)C(=O)NC1=S (stereo not drawn) | i | -5.9* | 0.43
O=[N+]([O-])c1ccc(N2CCNCC2)cc1N1CCCCC1 | i | i | -3.8
COc1cccc(-n2c(O)c(C=NCc3ccc4c(c3)OCO4)c(=O)[nH]c2=O)c1 | i | i | -1.3
CN1c2ccccc2Oc2ccccc21 | i | i | 0.3
O=c1[nH]c(=O)n(-c2ccc(Br)cc2)c(O)c1C=NCCN1CCCCC1 | i | i | -1
O=c1[nH]c(=O)n(-c2ccc(F)cc2)c(O)c1C=Nc1ccccc1N1CCCC1 | i | i | 0.62
Cc1ccc(C(=O)Nc2ccc(-n3ccnc3P(=O)(O)c3ccccc3)cc2)cc1 | i | i | 1.2
CCN1CCN(C(=O)COc2ccc(S(=O)(=O)N3CCOCC3)cc2Cl)CC1 | i | i | -0.38
CCCCn1c(O)c(C(CC)=NCc2cccnc2)c(=O)[nH]c1=O | i | i | -0.75
CCCCn1c(O)c(C=NCCCn2ccnc2)c(=O)[nH]c1=O | i | i | -1
SMILES | KCNQ2 inh | CHT block | Kir21 block
O=C(COc1ccc(Cl)cc1)N1CCN(Cc2ccc([N+](=O)[O-])cc2)CC1 | i | -5.1* | 0.58
CC(C)(CN)CC(=O)O | i | i | -0.78
C[n+]1c(-c2ccccc2)c2cc(N)ccc2c2ccc(N)cc21 | i | i | 0.6
COC(=O)C1C2c3ccccc3OC1(C)N=c1s/c(=C/c3cnn(C)c3C)c(=O)n12 (stereo not drawn) | i | i | 0.08
CC(=O)O[C@]1(C)C(=O)OC/C2=C/CN(C)CCC(OC(=O)[C@@](O)(C(C)O)C[C@H]1C)C2=O (stereo partly drawn) | i | i | 2.9
Cc1occc1C(=O)N1CCC2(CC1)OCCO2 | i | i | -0.47
CC(C(=O)c1c[nH]c2ccccc12)N1CCOCC1 (stereo not drawn) | i | i | -0.33
COc1cc(CN2CCNCC2)cc(OC)c1OC | i | i | -0.75
CCCCC/C=C\C/C=C\C/C=C\C/C=C\CCCC(=O)Nc1ccc(O)cc1 | i | i | 1.8
